# INS promoter inh: TRM-6 insulin promoter activity inhibition; TRM-6 cells (human fetal islet line), insulin promoter-eGFP reporter, imaging; reporter expression induced with tamoxifen; inhibition, % at 2 µM; 130,000 tested, 0.9% active; AID 1273;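 active = inhibition above the mean plus 3 SD, with well images judged a real hit on visual review, cut at about 60% in these data, passing the limit was not always enough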
# SDO1 yeast rescue: restores growth of sdo1-depleted yeast; 140,000 tested, 0.21% active; z-score at 10 µM; S. cerevisiae sdo1-depleted JHY4D growth rescue, OD600 30 h; hits give high values; pdr5 snq2 efflux-pump mutant strain; AID 817;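 active = z-score above 3 at both the 24 hr and the 30 hr optical density reads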;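 note: z-score against mean and SD of all compound wells on the same plate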
# SDO1 yeast rescue Rescue 24 h: recorded beside SDO1 yeast rescue, whose call it bears; z-score; S. cerevisiae sdo1-depleted JHY4D growth rescue, OD600; measured here: growth rescue at 24 h;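 0 is the plate mean of compound wells and units are plate SD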
# * = called active by the depositor; nt = not tested or not shown.
# Start of the data: the first five entries (preview)
SMILES,INS promoter inh,SDO1 yeast rescue,SDO1 yeast rescue Rescue 24 h
COC(=O)COc1ccc(S(=O)(=O)NCc2ccco2)cc1Cl,17,1.7,0.69
COc1ccc(-c2c(NC(=O)C(C)C)n(C)c3ccccc3c2=O)cc1,-19,-0.15,-1.1
Cc1ccccc1NC(=O)c1c([N+](=O)[O-])c(C(C)(C)C)nn1C,-57,-0.08,-0.14
Cc1cc[n+](CC(=O)c2cc3ccccc3oc2=O)cc1,-56,0.58,-1.2
O=C1CCCCCC1C1(O)C(=O)Nc2ccc(Br)cc21 (stereo unspecified),21,-0.01,-0.25

# Main list, repeating the preview:
SMILES,INS promoter inh,SDO1 yeast rescue,SDO1 yeast rescue Rescue 24 h
COC(=O)COc1ccc(S(=O)(=O)NCc2ccco2)cc1Cl,17,1.7,0.69
COc1ccc(-c2c(NC(=O)C(C)C)n(C)c3ccccc3c2=O)cc1,-19,-0.15,-1.1
Cc1ccccc1NC(=O)c1c([N+](=O)[O-])c(C(C)(C)C)nn1C,-57,-0.08,-0.14
Cc1cc[n+](CC(=O)c2cc3ccccc3oc2=O)cc1,-56,0.58,-1.2
O=C1CCCCCC1C1(O)C(=O)Nc2ccc(Br)cc21 (stereo unspecified),21,-0.01,-0.25
CC(C)N(C(=O)CSc1nnc(NC(=O)c2cccs2)s1)C(C)C,-10,-0.24,-0.21
O=C(CN1CCCc2ccccc21)N/N=C/c1ccc(O)cc1O,nt,1.3,0.88
O=C1C(Cl)=C(NCC2CCCO2)C(=O)N1c1ccccc1 (stereo unspecified),nt,0.22,-0.08
CCOC(=O)CSc1nc(N(C)C)nc(N(C)C#N)n1,24,-0.49,-0.72
O=C(CSc1nccc(=O)[nH]1)N1c2ccccc2CCc2ccccc21,50,0.36,0.2
c1coc(CNc2ncnc3nc[nH]c23)c1,-57,0.6,0.14
CCCn1c(C)cc(C(=O)COC(=O)c2c(C)nn(-c3ccccc3)c2C)c1C,17,-1.5,-0.96
Cc1cc(N2CCCC2)nc(SCC(=O)c2ccccc2)n1,50,-0.71,0.63
NC(=O)C(=O)N/N=C/c1c[nH]c2ccc(Br)cc12,-61,nt,nt
Cc1ccc(C2=[N+]([O-])C3(CCCCC/C3=N\NC(N)=S)N(O)C2(C)C)o1 (stereo unspecified),-9,0.07,-0.26
Cc1cc(C)c2c(N)c(C(=O)c3cccc(Cl)c3)sc2n1,nt,-0.82,-1.2
Cc1cc2n(n1)SC(Nc1cc(Cl)ccc1Cl)N2 (stereo unspecified),0,-0.26,0.03
CC(C)OC(=O)C(C)(C)Oc1ccc(C(=O)c2ccc(Cl)cc2)cc1,-26,-0.65,-0.17
Cc1cc([N+](=O)[O-])nn1CCCC(=O)N1CCN(c2ccccc2)CC1,28,1.4,1.5
CCOc1ccc(-c2nc(N)ncc2Oc2cccc(OC)c2)c(O)c1,-14,-1.8,0.29
Cc1onc(-c2ccccc2)c1C(=O)Nc1ccc2c(c1)OCO2,36,1.4,1.8
CCCC(CCC)C(=O)NNc1cc(=O)c2c(=O)n(C)c(=O)n(C)c2[nH]1,nt,-1.3,-0.12
CCOC(=O)C1=C(C)NC2=C(C(=O)c3ccccc32)C1c1cccnc1 (stereo unspecified),-12,-0.25,-0.32
CCCNC(=O)C(Sc1ccccc1)c1ccccc1 (stereo unspecified),-9,-0.1,-0.5
Cc1cccc(C)c1NC(=O)CSc1nnc(-c2ccoc2C)n1CCc1ccccc1,nt,0.69,0.76
CN(Cc1cccs1)C(=O)CSc1nnnn1C,67,7,1.9
O=[N+]([O-])c1ccc2c(c1)C=C1CCCCC1(N1CCCCC1)O2 (stereo unspecified),-21,0.81,1.3
O=C(C1CCN(S(=O)(=O)c2cccs2)CC1)N1CCN(Cc2ccccc2)CC1,65,nt,nt
C=CCn1c(C)c(C(C)=O)c(N2CCN(C(c3ccccc3)c3ccccc3)CC2)nc1=S,36,nt,nt
c1ccc(C2Nc3ccccc3-c3nc4ccccc4n32)cc1 (stereo unspecified),7,0.79,0.55
COC(=O)CSc1cc(C(=O)c2nccn2C)c2ccccc2n1,-35,0.51,0.32
CCN(CC)Cc1c(O)c(Cl)cc2c3c(c(=O)oc12)CCCC3,-24,-0.23,-0.11
CN(C)CCCN1c2ccccc2CCc2ccc(Cl)cc21,-129,-0.74,-1.4
COc1ccc(S(=O)(=O)N2CCOCC2)cc1Br,21,nt,nt
CCOc1cc(-c2nc(-c3ccccc3OC)no2)cc(OCC)c1OCC,-121,-0.43,0.1
O=C(NCc1ccco1)C(=O)NCC1OCCCN1S(=O)(=O)c1ccc(F)cc1 (stereo unspecified),-40,nt,nt
COc1ccc(CNC(=O)CN(CCC(C)C)S(=O)(=O)c2ccc3c(c2)OCCO3)cc1,36,-0.22,-0.98
CCCCCC(=O)NNC(=O)c1ccc(-c2ccccc2)cc1,-7,0.08,-0.03
CCCn1c(/C=C/c2ccco2)nc2ccccc21,10,-0.62,-0.18
COc1cc2ncnc(NCc3ccc(C)cc3)c2cc1OC,-230,0.14,-0.31
COc1ccc(C)cc1NC(=O)C(NC(=O)c1cc(OC)c(OC)c(OC)c1)C(C)C (stereo unspecified),-433,nt,nt
CCOC(=O)c1ccc(NC(=O)CC2C(=O)N(c3cccc(OC)c3)C(=O)N2CCOC)cc1 (stereo unspecified),19,1.1,0.55
CCc1ccc(-c2cc(C(F)(F)F)n3nc(C(=O)Nc4c(C)nn(Cc5ccccc5C)c4C)cc3n2)s1,-11,-0.54,0.09
Cc1cc(C)nc(SCc2ccc(C(=O)N/N=C/c3ccccn3)cc2)n1,0,nt,nt
COc1ccccc1NS(=O)(=O)c1ccc(NC(=O)Cc2cccs2)cc1,-9,0.21,-0.3
CC1(C)CN(O)CCN1O,nt,0.15,-1.4
CCCC(=O)NC(=S)Nc1ccccc1C(=O)OC,9,0.52,-0.1
Cc1nc2ccc(S(=O)(=O)NC(C(=O)N3CCCCCC3)C(C)C)cc2s1 (stereo unspecified),nt,-0.3,-0.42
CC(=O)c1ccc(NC(=O)COC(=O)c2ccccc2Nc2ccccc2)cc1,nt,-0.89,-0.43
CNC(=O)C(=O)NCC1OCCN1S(=O)(=O)c1ccc2c(c1)OCCO2 (stereo unspecified),-22,nt,nt
Cc1ccc(-c2noc(CSc3nnc(Cc4ccccc4)n3-c3ccc(Cl)cc3)n2)cc1,0,-1.4,0.98
Cc1c(C(=O)/C=C/c2cccs2)oc2ccc(F)cc12,-3,-0.83,0.02
O=C(OC1CCN(c2ncc(C(F)(F)F)cc2Cl)CC1)c1ccccc1,-7,1.4,2.3
O=c1c2cc(Cl)ccc2oc2nc3n(c(=O)c12)CCCS3,-64,-0.39,-0.19
CC(C)Cc1cc(C(=O)Nc2cc(Cl)ccc2Cl)no1,nt,-0.72,-0.91
O=C(Cc1ccc(F)cc1)Nc1cccc2cccnc12,10,-0.21,0.28
CCOCCCn1c(=S)[nH]c2cc(C(=O)NCCN(CC)CC)ccc2c1=O,nt,1.1,0.14
COc1cc(C)c(Cl)cc1S(=O)(=O)NCc1ccncc1,63,0.31,0
CCn1c(O)c(N=NC(=O)CNc2cccc(C)c2)c2ccccc21,-52,0.19,0.85
O=C(c1ccccc1)N1CCN(CC(O)COC2CCCCC2)CC1 (stereo unspecified),nt,0.88,0.98

# Some of these compounds in order of heavy-atom count, smallest number first.
SMILES,INS promoter inh,SDO1 yeast rescue,SDO1 yeast rescue Rescue 24 h
CC(C)Cc1cc(C(=O)Nc2cc(Cl)ccc2Cl)no1,nt,-0.72,-0.91
O=c1c2cc(Cl)ccc2oc2nc3n(c(=O)c12)CCCS3,-64,-0.39,-0.19
O=C(c1ccccc1)N1CCN(CC(O)COC2CCCCC2)CC1 (stereo unspecified),nt,0.88,0.98

# Later entries:
SMILES,INS promoter inh,SDO1 yeast rescue,SDO1 yeast rescue Rescue 24 h
CC1CCN(c2ncnc3c2cnn3-c2ccccc2)CC1,nt,-1.3,-0.89
CS(=O)(=O)c1ccc(C(=O)NC2CCCCC2)cc1,nt,1.5,1.5
N#C/C(C(=O)NCc1ccco1)=C1/SC(Cc2ccc(Cl)cc2)C(=O)N1c1ccccc1 (stereo unspecified),56,-0.64,-0.49
N#C/C(=C\c1cn(-c2ccccc2)nc1-c1cccnc1)c1nnc2n1CCCCC2,-33,0.94,0.47
COc1ccc(OC)c(NC(=O)C2CCCN(S(=O)(=O)c3cccc4cccnc34)C2)c1 (stereo unspecified),nt,0.49,0.29
CCOC(=O)c1ccccc1NC(=O)N1CCn2c(C)ccc2C1CC (stereo unspecified),-131,-0.66,0.27
Fc1ccc(CNc2ccc(CNc3ncn[nH]3)cc2)cc1,nt,0.58,0.75
O=C(NC(Cc1ccccc1)C(=O)O)/C(=C\c1ccc(Cl)cc1)NC(=O)c1ccccc1 (stereo unspecified),6,nt,nt
CCNc1oc(-c2ccc(OC)cc2)nc1S(=O)(=O)c1ccc(Br)cc1,43,-0.53,0.39
O=C(Nc1ccc(Oc2ccc(Cl)cc2)cc1)c1ncn[nH]1,12,-1,-0.02
CC(C)CCNC(=O)CCCC1=NS(=O)(=O)c2ccccc2N1,0,0.61,0.1
CCc1cccc(NC(=O)c2cc(OC)c(OC)c(OC)c2)c1,46,nt,nt
O=C1CN(C(=O)c2ccc(Br)o2)C(c2ccc(F)cc2)c2cc(F)ccc2N1 (stereo unspecified),19,-0.25,-0.61
COc1cccc(NC(=S)NCc2ccco2)c1,38,-0.38,-1.6
Cc1noc(C(=O)Nc2sc3c(c2C#N)CCC3)c1Cl,nt,1.3,1.6
O=C(CCCNC(=O)/C(=C/c1ccc(F)cc1)NC(=O)c1ccccc1)OCc1ccccc1,nt,-0.52,-0.55
COC(=O)c1ccc(C2C(C(C)=O)=C(C)Nc3ncnn32)cc1 (stereo unspecified),nt,0.48,-0.11
COc1ccc(NC2=CC(=O)CC(c3ccc(C)cc3)C2)c(OC)c1 (stereo unspecified),7,nt,nt
Cc1ccc(/C(N)=N/OC(=O)C23CC4CC(CC(C4)C2)C3)cc1,-20,-2.2,-0.83
O=C(c1ccncc1)N1CCN(C(=O)c2cccs2)CC1,-5,0.35,-0.59
CCCSCCCNC(=O)Cn1cc2c(n1)CCC(C)C2 (stereo unspecified),nt,1.4,1.8
COc1ccc(CN(C)CC(=O)Nc2ccccc2C(F)(F)F)c(OC)c1,0,0.69,-0.05
O=C(Nc1ccc(N2CCOCC2)cc1)C1(S(=O)(=O)c2ccccc2)CC1,-78,0.87,0.66
COCCn1c(SCC(=O)Nc2ccc(S(=O)(=O)N3CCOCC3)cc2)nc2ccccc21,-15,-0.22,-0.56

# Reprinted at random: four entries already listed, in no set order.
SMILES,INS promoter inh,SDO1 yeast rescue,SDO1 yeast rescue Rescue 24 h
O=C(c1ccncc1)N1CCN(C(=O)c2cccs2)CC1,-5,0.35,-0.59
COC(=O)c1ccc(C2C(C(C)=O)=C(C)Nc3ncnn32)cc1 (stereo unspecified),nt,0.48,-0.11
COc1ccc(NC2=CC(=O)CC(c3ccc(C)cc3)C2)c(OC)c1 (stereo unspecified),7,nt,nt
O=C1CN(C(=O)c2ccc(Br)o2)C(c2ccc(F)cc2)c2cc(F)ccc2N1 (stereo unspecified),19,-0.25,-0.61

# Further structures.
SMILES,INS promoter inh,SDO1 yeast rescue,SDO1 yeast rescue Rescue 24 h
O=C(Nc1ccccc1-c1nc2ccccc2o1)c1ccc2c(c1)OCCO2,-25,nt,nt
Cc1ccc(S(=O)(=O)N2CCN(C(=O)c3nn(C(C)C)c(=O)c4ccccc34)CC2)cc1C,33,-0.54,-0.6
O=C(CSc1cccc[n+]1[O-])C12CC3CC(CC(C3)C1)C2,33,nt,nt
Cc1ccccc1OCc1nc(-c2ccc(Br)o2)no1,nt,-0.49,-0.38
CSc1c(CC(=O)Nc2ccc(F)cc2)n(Cc2ccccc2)c2ccccc12,nt,-0.67,0.07
CC(=O)OCc1cc(-c2nn(C)c(=O)c3ccccc23)ccc1C,37,nt,nt
Nc1ccc2c(c1)N1CCN=C1S2,nt,0.34,0.44
CCOc1ccccc1C1C(C(N)=O)=C(C)Nc2nc(CCCO)nn21 (stereo unspecified),nt,1.3,1.7
O=C(c1ccco1)N1CCN(c2cccc(Cl)c2)CC1,-32,0.22,-0.11
Cn1cccc1Cc1nnc(SCC(=O)NCc2ccccc2)n1-c1ccc(F)cc1,nt,-0.28,-0.58
Cc1[nH]c2ccc(-c3nnc(SCC(=O)NCc4ccco4)n3Cc3ccccc3)cc2c1C,14,-0.51,-0.83
CCc1ccc(N(CC(=O)Nc2ccc(NC(C)=O)cc2)S(=O)(=O)c2ccccc2)cc1,50,-0.31,-0.16
CN(C)c1nc(NCc2ccccc2)nc(Oc2ccc(=O)[nH]n2)n1,27,-0.31,-0.91
O=S(=O)(c1ccc(N2CCN(CCO)CC2)nc1)N1CCCCC1,23,0.06,-0.51
O=C(NCC1CCCO1)c1cc(-c2ccncc2)nc2ccc(S(=O)(=O)N3CCOCC3)cc12 (stereo unspecified),38,0.87,0.73
CCOC(=O)CN(C(=O)Cn1nnc(-c2ccc(C)cc2)n1)C(CC)C(=O)NC1CCCC1 (stereo unspecified),nt,-0.68,-0.38
Cc1sc(N2C(=O)C3C4C=CC(C4)C3C2=O)c(C#N)c1C (stereo unspecified),-7,-1.4,-2
O=C(O)CCCn1cc(NC(=O)c2cccc(F)c2)cn1,-64,nt,nt
CCOC(=O)C1=C(O)/C(=C\c2ccc(CNC(=O)C(=O)Nc3ccccc3)o2)N=C1C,-57,-0.89,0.01
Cc1cccn2c(=O)c3cc(S(=O)(=O)c4ccccc4)c(=N)n(Cc4ccco4)c3nc12,-35,nt,nt
Cc1ccnc2nc(C(=O)NCCc3ccc(F)cc3)nn12,-31,0.34,-0.35

# Bioassay records deposited in PubChem by several laboratories.
